# Screening results from PubChem.
# Myeloid diff MLP: compounds promoting myeloid differentiation. AID 624256. ER-HoxA9 myeloid progenitors, lysozyme-GFP differentiation, flow cytometry. calls only at 10 µM. 1% of 360,000 active;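 active = normalized GFP-positive differentiation at or above the plate's own cutoff, the solvent-only control mean plus 3 SD; inconclusive = no clear call, values can overlap the other calls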;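 note: cells exposed to compound for four days before flow analysis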
# Myeloid diff MLP GFP+ MAC1+ %: recorded beside Myeloid diff MLP, whose call it bears; GFP+ MAC1+ double positive, %; measured here: differentiation confirmed by MAC1 staining
# * = called active by the depositor; i = inactive; ? = inconclusive; nt = not tested or not shown; + = active, no number.
# Order of results: Myeloid diff MLP	Myeloid diff MLP GFP+ MAC1+ %
O=C1NC[C@H](CCCCN2CCN(CC3CCCCC3)C(=O)C2=O)N(CC2CCCCC2)C1=O
→ i	0.3
CC1(C)OC(=O)C2=C(C[C@@H](C3CCCC3)O[C@H]2CCc2cccc(Cl)c2)O1
→ i	1.1
CCCN(CC(=O)Nc1ccccc1C)C(=O)C1CCN(C(=O)Nc2ccccc2)CC1
→ i	1.3
COC(=O)C1=C(C)N(Cc2ccccc2)C(=NCc2ccco2)N[C@H]1c1cccc(F)c1
→ i	0.8
COC(=O)c1ccc(CSc2ccccc2NC(=S)Nc2cccc(C(F)(F)F)c2)o1
→ i	1.5
CC1CCN(C(=O)Cn2cc(C(F)(F)F)ccc2=O)c2ccccc2S1 (configuration not stated)
→ i	0.5
O=C(COc1ccc(Cl)cc1)Nc1cccc(-c2ccc(N3CCOCC3)nn2)c1
→ i	0.4
O=C(CO)C(O)C(O)C(O)CO (configuration not stated)
→ +	11.7*
Nc1ccccc1-c1nnc(SCC(=O)Nc2ccccc2OC(F)F)[nH]c1=O
→ i	1.5
CCC(=O)c1ccc(OCC(=O)OCC(=O)Nc2cccc(S(=O)(=O)N3CCOCC3)c2)cc1
→ i	1.0
CC1(C(=O)O)CCCN1C(=O)c1cccc(C(F)(F)F)c1 (configuration not stated)
→ i	1.3
COc1cccc(-c2oc3c(c2-c2ccc(Br)nc2)C(O)CCC3)c1 (configuration not stated)
→ i	1.2
CCN(C[C@H]1N[C@@](C)(C(=O)OC)[C@H]2C(=O)N(Cc3ccccc3)C(=O)[C@@H]12)C(=O)c1ccccc1
→ i	2.3
CC(C)NC(=O)C1(C)CCN1Cc1cccc(C#N)c1 (configuration not stated)
→ i	1.1
CC1C(=O)N2CCCc3cc(S(=O)(=O)Nc4ccccc4F)cc1c32 (configuration not stated)
→ i	1.1
CC(=O)Nc1ccc(SC[C@H](C)CN2CC[C@H](O)CCC2=O)cc1
→ i	1.6
COc1cc(C=c2c3ccccc3n3c2cc(-c2ccccc2)[n+]3C)cc(OC)c1OC
→ i	8.6
C/C(=N/NC(=O)c1ccc(C(C)(C)C)cc1)c1cccnc1
→ i	0.5
Cc1cccc(NC(=O)CNC(=O)COc2cccnc2[N+](=O)[O-])c1C
→ i	0.5
Cc1cc(C(=O)CN2C(=O)NC(CC(C)C)C2=O)c(C)n1C1CC1 (configuration not stated)
→ i	0.5
Cc1cn([C@H]2C[C@H](O)[C@@H](CNCc3ccc(C#CCCO)cc3)O2)c(=O)[nH]c1=O
→ i	0.2
CCOC(=O)[C@]12CCCC=C1N(Cc1cccc3ccccc13)C(=O)[C@H](CC(=O)NCC13CC4CC(CC(C4)C1)C3)C2
→ i	2.1
O=C(NCCc1c[nH]c2ccccc12)c1ccc2nc[nH]c2c1
→ i	0.7
O=S(=O)(c1ccc2c(c1)CCC2)N1CCNCC1
→ i	0.6
CCC(=O)c1ccc(OCC(=O)Nc2ccccc2C(=O)NC2CC2)cc1
→ i	0.5
C[C@H](CO)N1C[C@H](C)[C@@H](CN(C)S(C)(=O)=O)Oc2c(NC(=O)Nc3ccccc3)cccc2C1=O
→ i	0.5
Cc1ccc(C)c(NC(=O)CN(C)C(=O)C2=NNC(=O)CC2)c1
→ i	0.4
CC1(C(=O)Nc2ccc(Cl)cc2)Cc2c(-c3cccc(C(F)(F)F)c3)ccnc2O1 (configuration not stated)
→ i	0.7
CC(=O)c1ccc(NC(=O)c2ccc(N3CCCC3=O)cc2)cc1
→ i	0.9
O=C1CSC(c2ccc(Cl)c(Cl)c2)N1c1nccs1 (configuration not stated)
→ i	0.6
CC(NC(=O)CN(C)CC(=O)Nc1ccc(Cl)cc1)c1ccc(F)cc1 (configuration not stated)
→ i	0.9
O=C(CCN1C(=O)c2ccccc2S1(=O)=O)NCc1ccc(F)cc1
→ i	1.2
O=C(NNC(=O)c1ccccc1F)c1ccc(Cl)c(S(=O)(=O)N2CCOCC2)c1
→ i	0.4
Nc1sccc1C(=O)NCc1ccccc1
→ +	25.2*
O=C(NC(CO)C(=O)OCc1ccccc1)OCc1ccccc1 (configuration not stated)
→ i	0.5
Cc1ccccc1Nc1nc(N)nc(COC(=O)c2ccc3c(c2)OCCO3)n1
→ i	1.3
Cc1c(C(=O)N2CCc3ccccc3C2)oc2ccc(Br)cc12
→ i	1.5
CC(=O)c1cc(F)ccc1OCC(=O)Nc1ccc2c(c1)OCO2
→ i	0.7
Brc1cc(Br)c(Oc2cc(Br)c(Br)cc2Br)cc1Br
→ i	1.0
Cc1ccc(CNS(=O)(=O)c2ccc(-n3cccn3)cc2)cc1
→ i	0.7
CC1CCCCC12NC(=O)N(CC(=O)N1CCN(c3ncccn3)CC1)C2=O (configuration not stated)
→ i	0.9
CCN(C(=O)COc1ccc(F)cc1Br)c1c(N)n(Cc2ccccc2)c(=O)[nH]c1=O
→ i	0.2
COc1cc(-c2coc3c(C(=O)NCc4ccncc4)cccc23)ccc1O
→ i	0.0
CN(CC(=O)NNC(=O)Cc1ccccc1F)S(=O)(=O)c1ccc(Cl)cc1
→ i	1.2
C[C@@H]1CN([C@@H](C)CO)C(=O)c2cc(C#Cc3ccccc3)cnc2O[C@@H]1CN(C)Cc1ccccn1
→ i	1.0

# Record cards (already shown). Order of values: Myeloid diff MLP | Myeloid diff MLP GFP+ MAC1+ %
# Cc1ccccc1Nc1nc(N)nc(COC(=O)c2ccc3c(c2)OCCO3)n1 reads i | 1.3
# CC(=O)c1cc(F)ccc1OCC(=O)Nc1ccc2c(c1)OCO2 reads i | 0.7
# CC1CCCCC12NC(=O)N(CC(=O)N1CCN(c3ncccn3)CC1)C2=O (configuration not stated) reads i | 0.9

# Part of the list above, bar-delimited.
molecule | Myeloid diff MLP | Myeloid diff MLP GFP+ MAC1+ %
O=C(CCN1C(=O)c2ccccc2S1(=O)=O)NCc1ccc(F)cc1 | i | 1.2
O=C(NNC(=O)c1ccccc1F)c1ccc(Cl)c(S(=O)(=O)N2CCOCC2)c1 | i | 0.4
Nc1sccc1C(=O)NCc1ccccc1 | + | 25.2*
O=C(NC(CO)C(=O)OCc1ccccc1)OCc1ccccc1 (configuration not stated) | i | 0.5
Cc1ccccc1Nc1nc(N)nc(COC(=O)c2ccc3c(c2)OCCO3)n1 | i | 1.3

# Next compounds.
# Order of results: Myeloid diff MLP	Myeloid diff MLP GFP+ MAC1+ %
CN(CC(=O)Nc1ccccc1Cl)C(=O)CSc1nnc(N)s1
→ i	0.8
CCCCn1c(N)c(N(CCOC)C(=O)CN(C)S(=O)(=O)c2ccc(C)cc2)c(=O)[nH]c1=O
→ i	1.0
C=CCNCc1ccccc1[N+](=O)[O-]
→ i	0.3
CCc1ccccc1OCC(=O)Nc1ccc(F)c(S(=O)(=O)N2CCOCC2)c1
→ i	0.7
O=C(CN1CCN(C(=O)c2cccc(S(=O)(=O)N3CCCC3)c2)CC1)Nc1ccccc1Cl
→ i	0.3
Cc1ccc(-c2noc(CN(C)C(=O)c3ccc(Br)o3)n2)cc1
→ i	0.7
COCCN(CC(=O)Nc1cccc(C)c1C)C(=O)c1ccc2c(c1)OCO2
→ i	0.5
CN1CCN(c2ccc(CNC(=O)C3Cc4c(-c5ccccc5Oc5ccccc5)ccnc4O3)cc2)CC1 (configuration not stated)
→ i	0.5
NS(=O)(=O)c1ccc(NC(=O)CSc2nnc(C3CC3)n2C2CC2)cc1
→ i	0.2
Nc1ncnc2c1ncn2[C@@H]1O[C@H](CNCc2ccc(-n3cccn3)cc2)[C@@H](O)[C@H]1O
→ i	0.4
CCN(CC)S(=O)(=O)c1cc(NC(=O)CSc2nnc(N)s2)ccc1C
→ i	1.3
C#CCN(C[C@@H]1[C@@H](OC(=O)NCc2ccccc2)[C@@H](OC(=O)NCc2ccccc2)Cn2c(=O)n(CCCCCC)c(=O)n21)S(=O)(=O)c1ccc(C)cc1
→ i	0.3
O=C(NCCC1CCCCN1S(=O)(=O)c1cccs1)C(=O)Nc1ccccc1F (configuration not stated)
→ i	0.9
CCC(C)(C)C1CCC(NC(=O)c2ccc(S(=O)(=O)N3CCOCC3)cc2)CC1 (configuration not stated)
→ i	1.0
CCCN(CC(=O)Nc1ccccc1OC)C(=O)Cn1c(=O)oc2ccccc21
→ i	0.5
COc1ccc(-c2ccc3c(c2)S(=O)(=O)c2cccc(C(=O)NC4CC4)c2C3=O)cc1OC
→ i	1.0
O=C(Nc1ccc(OC(F)(F)F)cc1)NC1CCC(Oc2ccc(C(=O)O)cc2)CC1 (configuration not stated)
→ i	1.3
CCc1ccccc1-n1c(SCC(=O)c2c(N)n(C3CC3)c(=O)[nH]c2=O)nnc1N1CCOCC1
→ i	0.1
CC(O)(c1cccnc1)c1nc(-c2ccc(F)c(Cl)c2)cs1 (configuration not stated)
→ i	0.6
Nc1ccn([C@H]2CS[C@@H](CO)O2)c(=O)n1
→ i	1.9
CCCCNC(=O)c1c(N)[nH]c(C(=O)c2ccccc2)c1-c1ccccn1
→ i	0.7
COc1cccc(-c2n[nH]nc2C2=CC(=O)C[C@H](c3ccc(F)cc3)C2)c1
→ i	0.6
Cc1ccccc1CN1[C@@H](C(C)C)COCCS1(=O)=O
→ i	1.5
CC(OC(=O)CNC(=O)c1ccco1)C(=O)Nc1ccc(Cl)cn1 (configuration not stated)
→ i	1.0
CC(Oc1cccc(Cl)c1)C(=O)Nc1ccccc1C(=O)N1CCCCC1 (configuration not stated)
→ i	0.8
Cc1c(C(=O)Nc2ccccc2N2CCN(C)CC2)oc2ccc(F)cc12
→ i	0.9
CCOc1ccc(CCNC(=O)c2cccc(S(=O)(=O)N3CCOCC3)c2)cc1OCC
→ i	0.9
O=C(c1ccccc1)C(Nc1cccc([N+](=O)[O-])c1)c1ccccc1 (configuration not stated)
→ i	0.9
Cc1cccc(NC(=O)CNC(=O)COC(=O)c2ccc(C(C)(C)C)cc2)c1C
→ i	1.7
CCOC(=O)C1CCCN(C(=O)CCc2nc3sc4c(c3c(=O)[nH]2)CCCC4)C1 (configuration not stated)
→ i	0.4
O=C1c2cccc3cccc(c23)C(=O)C1(O)O
→ i	0.1
Cc1cccc(C(=O)OCC(=O)Nc2nnc(-c3ccccc3)o2)c1O
→ i	0.1
CC(C)C[C@H]1CN([C@@H](CC(C)C)CN2CCC[C@@H]2CN2C(=S)NC[C@@H]2Cc2ccc(O)cc2)C(=S)N1CCc1ccccc1
→ i	2.2
CCOC(=O)c1ccc(NS(=O)(=O)c2c(N)n(C)c(=O)n(C)c2=O)cc1
→ i	1.7
Cc1ccccc1-c1ccccc1CN1[C@@H](C(C)C)COCCS1(=O)=O
→ i	1.1
COc1ccc(S(=O)(=O)N(C)C[C@H]2Oc3ccc(NC(=O)Cn4cnnn4)cc3C(=O)N([C@H](C)CO)C[C@@H]2C)cc1
→ i	1.7
Cc1nc2ccccc2c(=O)n1-c1ccc(F)c(NC(=O)c2cccs2)c1
→ i	1.0
O=C(Nc1nnc(SCc2ccc(F)cc2)s1)C1=COCCO1
→ i	1.2
O=C(C[C@@H]1C/C=C\C[C@H](Cc2ccc(F)cc2)C(=O)OC[C@H]2CCCN2C1=O)N[C@H](CO)Cc1ccccc1
→ i	0.9
Fc1ccc(-c2nc3c4ccccc4ccn3c2Cc2ccccc2)cc1
→ i	2.4
COc1ccc(CCN(C)C(=O)c2cccc(S(=O)(=O)N3CCN(c4ccc(F)cc4)CC3)c2)cc1OC
→ i	2.4
Cc1ccc(S(=O)(=O)N2CCN(C(=O)Cn3c(=O)oc4ccccc43)CC2)cc1
→ i	0.5
Cc1cc(C)n2nc(SCC(=O)N3CC(C)CC(C)C3)nc2n1 (configuration not stated)
→ i	0.4
Cc1ccc(S(=O)(=O)N2[C@@H](c3ccc(Br)cc3)C(C(=O)O)=C[C@H]2C(C)(C)C)cc1
→ i	1.8
CC(C)Oc1cc(F)ccc1-c1cc(C(=O)NCCCn2ccnc2)[nH]n1
→ ?	nt
Cc1cc2c(cc1C)-n1nnnc1C(N(Cc1ccccc1)Cc1ccccc1)C(=O)N2 (configuration not stated)
→ i	0.5
COc1ccc(S(=O)(=O)N2CCCCC2)cc1NC(=O)CCCOc1ccccc1
→ i	0.8
O=C(Nc1nnc(C2CC2)s1)C1CCCCC1
→ i	1.1
O=C(CC1SC(N2CCCC2)=NC1=O)Nc1ccc(C(=O)Nc2ncccc2O)cc1 (configuration not stated)
→ i	1.0
CN(CC(=O)Nc1ccc(Cl)c(C(F)(F)F)c1)C(=O)CCCc1nc2ccccc2c(=O)[nH]1
→ i	0.5
O=C(NCc1ccccc1F)C1CC(=O)N(Cc2ccco2)C1 (configuration not stated)
→ i	1.3
COc1ncnc2c1ncn2CCCNCc1ccco1
→ i	0.3
CCCCCc1nnc(NC(=O)c2ccc3nc[nH]c3c2)s1
→ i	2.1
CCCCOC(=O)c1ccc(NC(=O)COC(=O)C2CSC3(C)CCC(=O)N23)cc1 (configuration not stated)
→ i	0.8
CN(C)c1ccc(C#Cc2ccc3cc(CCCO)oc(=O)c3c2)cc1
→ i	0.9
NC1(CO)COC(c2ccccc2)OC1 (configuration not stated)
→ i	1.6
O=C(NCc1cccc(Br)c1)C1CC(c2cc(C(F)(F)F)cc(C(F)(F)F)c2)=NO1 (configuration not stated)
→ i	0.5
CCOc1ccc(-c2nn3c(-c4ccc(F)cc4)nnc3s2)cc1
→ i	6.4
CSc1ccc(S(=O)(=O)NCC(=O)OCC(=O)NCCc2ccccc2)cc1[N+](=O)[O-]
→ i	1.1
Cc1cccc(C2=NN(c3ccc(Br)cc3)[C@@H](C(=O)N3CCOC3=O)[C@@H]2C)c1
→ i	0.7
Cc1ccc(Nc2ccc([N+](=O)[O-])ccc2=O)cc1
→ i	0.7
CC1(Cc2ccc(OC(F)(F)F)cc2)C(=O)Nc2c(Cl)ccc(Cl)c21 (configuration not stated)
→ i	0.4
O=C(COc1coc(CN2CCN(c3ccccc3)CC2)cc1=O)Nc1cccc(F)c1
→ i	0.3

# The list is partial; rates above refer to the full screens.
